XiGFP reactiv: X-chromosome reactivation activator | XiGFP mouse fibroblasts, % GFP-positive cells imaging, 3 d; cells co-treated with 5-aza-dC sensitizer; scaled so ellipticine positive control = 100% | activation, % at 7.58 µM | 360,000 tested, 0.055% active | AID 743238;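 active means mean normalized replicate activation at least 10% and every replicate at or above 10%; inconclusive means only one of the two criteria met; inactive means mean below 10% and not all replicates reach 10%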;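 further: 0% = median of on-plate neutral control wells and 100% = ellipticine 6 µM median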
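Material: SV40-immortalized XiGFP fibroblast cells, line 68-5-11 | Buffer or medium: DMEM containing 5-aza-dC | Dosing: One concentration, pinned | Times: 3 d treatment, 15 min room-temperature fixation | Controls: Ellipticine 6 µM positive control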
GSIS activator: primary screen for activators of insulin secretion dependent on glucose, INS-1E cells, GLuc reporter luminescence | INS-1E GLuc reporter insulin secretion, 2-3 h | activation, % at 16.6 µM | 370,000 tested, 0.61% active;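 active means lowest replicate activation of at least 40%, so every replicate reaches that level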;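 further: 0% = median of neutral control wells and 100% = median of IBMX positive control wells; some compounds called inactive have numbers as strong as hits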
DENV2 CPE rescue: DENV2-induced cell death inhibition; AID 651640; DENV2-infected cells, cytopathic effect rescue, plate reader; 350,000 tested, 1.7% active; CPE inhibition, % at 9.99 µM; in the data active means CPE inhibition above about 20%, passing the limit was not always enough; inconclusive means no clear call, values can overlap the other calls; tested in BHK-21 cells;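 further: 0% = median of neutral control wells and 100% = median of positive control wells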
ERp5 block: inhibitors of human ERp5 | Q15084 | ERp5 insulin aggregation, absorbance 650 nm, 90 min | inhibition, % at 9.99 µM | 350,000 tested, 0.05% active | AID 651711;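 active means mean replicate inhibition above about 25%, with every replicate also reaching it, limit read from the data, passing the limit was not always enough; inconclusive means only one of those two criteria met; inactive means neither criterion met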
Target sequence (Q15084 whole entry, looked up): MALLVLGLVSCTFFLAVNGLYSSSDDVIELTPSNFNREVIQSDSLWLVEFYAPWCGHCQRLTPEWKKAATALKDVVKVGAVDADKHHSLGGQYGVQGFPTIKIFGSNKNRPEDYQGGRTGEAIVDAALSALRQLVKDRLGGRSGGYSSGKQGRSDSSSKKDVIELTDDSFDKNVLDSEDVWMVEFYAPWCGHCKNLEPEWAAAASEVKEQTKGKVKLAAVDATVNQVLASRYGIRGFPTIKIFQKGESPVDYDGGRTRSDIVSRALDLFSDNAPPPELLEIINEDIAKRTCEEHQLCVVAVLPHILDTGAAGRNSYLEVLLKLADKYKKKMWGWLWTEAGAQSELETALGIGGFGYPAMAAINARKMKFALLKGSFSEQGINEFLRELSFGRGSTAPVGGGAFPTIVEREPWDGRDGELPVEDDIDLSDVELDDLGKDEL
F508del corr: correctors of CFTR F508del function in bronchial epithelial cells | 350,000 tested, 0.36% active | AID 720511 | CFBE cells, YFP halide quenching; stimulated with forskolin plus potentiator P3; % fluorescence drop versus neutral controls | activity (quench increase), % at 7.58 µM;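 active means mean added fluorescence quench of at least 8% versus neutral control, with both replicates also reaching 8%; inconclusive means only one of the mean or replicate conditions met; inactive means mean below 8% and not both replicates reaching 8%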;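 further: cells transiently co-express mutant CFTR-F508del with the halide-sensitive YFP; corrector assay measuring rescue of mutant channel to the surface after 24 h compound exposure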
EWS-Fli block: blocks EWS/Fli oncoprotein-driven transcription; A673 NR0B1-luciferase reporter, viability-normalised; inhibition, % at 12.6 µM; 350,000 tested, 0.67% active; AID 651661;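 active means mean inhibition of at least 50% after viability correction, with every replicate also passing that limit; inconclusive means mean reaches 50% but only one of two replicates passes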;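 further: firefly luciferase signal divided by Alamar Blue viability fluorescence both relative to DMSO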
ARNT-TACC3 inh: disruptors of human ARNT/TACC3 interaction. inhibition, % at 9.99 µM. AlphaScreen His-ARNT PAS-B/GST-TACC3 binding, luminescence; TACC3 fragment carries E629A point mutation. 390,000 tested, 0.66% active. Q9Y6A5;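 active means mean inhibition of replicates at least 50% and at least half of replicates each reaching 50%; inconclusive means half or more replicates reach 50% but mean below 50%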;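 further: 0% = complete ARNT plus TACC3 wells and 100% = ARNT alone without TACC3; many hits fall short of the cut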
PAX8 reporter: PAX8 transcriptional activity inhibition; inhibition, % at 12.6 µM; RMG-I TPO-luciferase reporter, SteadyGlo, 24 h; 360,000 tested, 1.2% active;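 active means mean replicate inhibition at least 60% with every replicate also reaching 60%; inconclusive means only one of the two criteria is met; inactive means mean below 60% and not all replicates reaching 60%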;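 further: luciferase light reporting Pax8 driven TPO promoter activity; plate controls were median of neutral control wells for no effect and mitoxantrone controls for full effect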
Active calls of the source: *; i = inactive; ? = inconclusive; . = not tested or not shown; & = joins results of further samples.

Every second line gives: XiGFP reactiv | GSIS activator | DENV2 CPE rescue | ERp5 block | F508del corr | EWS-Fli block | ARNT-TACC3 inh | PAX8 reporter
> CCC(C)(C)NC(=O)Nc1cc(Cl)ccc1OC
    0.0 | 8 | 2 | -3 | 0.3 | -22 | -6 | 16
> COc1ccc(C(=O)N/N=C/c2ccc(N3CCOCC3)s2)cc1OC
    0.1 | 18 | -3 | -2 | -0.8 | -3 | 6 | 8
> C[C@H]1CN([C@@H](C)CO)C(=O)c2cc(C3=CCCC3)cnc2O[C@@H]1CN(C)C
    -1.2 | 31 | 8 | 5 | -1.8 | -12 | 1 | .
> CC(C)c1ccc(NC(=O)COC(=O)C2CC3C=CC2C3)cc1 (stereo not drawn)
    -0.1 | -44 | -3 | 5 | 2.4 | -13 | 15 | -16
> O=C(CC1CC1)N[C@H]1CC[C@H](CCNS(=O)(=O)c2ccc(F)cc2)O[C@H]1CO
    0.3 | 8 | -6 | -1 | -4.1 | 0 | -3 | 1
> O=C(c1cccs1)N1CCCC(c2nc3c(nnn3Cc3c(Cl)cccc3Cl)c(=O)[nH]2)C1 (stereo not drawn)
    0.3 | -14 | 3 | 4 | -0.2 | 0 | 17 | 15
> C[C@H]1CN([C@@H](C)CO)C(=O)c2cccc(NC(=O)CCCCCC(=O)Nc3ccccc3N)c2O[C@H]1CN(C)S(=O)(=O)c1cccs1
    -1.2 | 12 | 55* | 2 | -1.1 | 5 | . | -25
> COc1ccc([C@H]2CC(=O)C=C(c3cccc(OC)c3OC)C2)cc1OC
    0.0 | 19 | -10 | 4 | 1.8 | 19 | 0 | 20
> Cc1ccc(OCC(=O)OC(C)CN2CCCCC2)cc1 (stereo not drawn)
    0.1 | 6 | ? | 0 | -2.9 | 10 | -12 | 34
> C[C@H](CO)N1C[C@H](C)[C@H](CN(C)Cc2ccccc2)OCCCC[C@H](C)Oc2ccc(NC(=O)Nc3cccc4ccccc34)cc2C1=O
    0.3 | 9 | -25 | -2 | -1.3 | 7 | 11 | 5
> COc1ccc(NC(=O)N(C)C[C@@H]2OCCCC[C@H](C)Oc3ccc(NS(=O)(=O)c4c(C)noc4C)cc3C(=O)N([C@H](C)CO)C[C@@H]2C)cc1
    0.1 | -9 | -4 | . | -1.1 | -1 | -1 | 5
> CCCCCCSc1ccc(-c2nc3ccc(Cl)cn3c2NC2CCCCC2)cc1
    0.0 | -2 | 18 | 2 | 1.0 | 4 | -2 | -14
> CCOc1ccc(N(CC(=O)Nc2ccc(OC)cc2OC)S(=O)(=O)c2c(C)[nH]c(=O)[nH]c2=O)cc1
    0.2 | 9 | -2 | 5 | 0.5 | . | 58* | -14
> COc1cc(NS(=O)(=O)c2ccc(NC(=S)Nc3ccccc3)cc2)nc(OC)n1
    0.1 | -10 | -4 | 8 | 0.7 | -8 | 5 | 6
> N#C[C@@H]1[C@@H](c2ccc(C#Cc3cccc(F)c3)cc2)[C@@H](CO)N1C(=O)C1CCCC1
    -0.1 | 11 | -5 | -4 | -0.3 | -57 | 3 | -63

Next section
Every second line gives: XiGFP reactiv | GSIS activator | DENV2 CPE rescue | ERp5 block | F508del corr | EWS-Fli block | ARNT-TACC3 inh | PAX8 reporter
> Cc1ccccc1C(=O)c1ccccc1C(=O)c1ccccc1
    0.3 | -37 | 13 | -1 | 7.0 | 0 | -2 | -2
> CCn1c(SCC(=O)Nc2oc(-c3ccccc3)c(-c3ccccc3)c2C#N)nnc1-c1cc(OC)cc(OC)c1
    . | 11 | 0 | 4 | 2.2 | 6 | -8 | .
> Cc1ccccc1N(C(=O)c1snc(C(N)=O)c1N)C(C(=O)NCC1CCCO1)c1ccc(N(C)C)cc1 (stereo not drawn)
    0.0 | 2 | -7 | -4 | -1.9 | 3 | -8 | -3
> COc1ccc(C#Cc2c(-c3ccsc3)oc3ccc(-c4cc(OC)c(OC)c(OC)c4)cc23)cc1
    -0.1 | -7 | -9 | 0 | -1.4 | -2 | 0 | -19
> Cc1ccc(C(=O)Nc2cccc3ncccc23)cc1[N+](=O)[O-]
    0.0 | -12 | 12 | -1 | -1.6 | 0 | -9 | -20
> CCNC(=O)C1(C)CCN(C(=O)c2ccc(C(=O)OC)cc2)C1 (stereo not drawn)
    -0.1 | 3 | 3 | 3 | 0.5 | 3 | . | -7
> O=C(Nc1ccccc1F)n1ncc2cc(Cl)ccc21
    0.1 | -2 | -7 | 1 | 1.3 | -42 | -12 | -4
> C[C@H](O)C#Cc1ccc([C@H]2[C@@H](CO)N3CCCCN(C(=O)c4ccc5c(c4)OCO5)C[C@H]23)cc1
    0.3 | -4 | ? | -5 | -3.1 | 1 | 0 | -21
> COc1ccc(OC)c(N(CCN2C(=O)c3ccccc3C2=O)C(=O)CCl)c1
    0.2 | 37 | 7 | 13 | -2.6 | ? | . | 104*
> Cc1cc(C)cc(NC(=S)Nc2ccccn2)c1
    -0.1 | -6 | . | -1 | . | 37 | -18 | -4
> O=C(NC1CCCC1)C(c1c(F)cccc1Cl)N(C(=O)c1csnn1)C1CC1 (stereo not drawn)
    0.4 | -3 | 8 | -3 | 0.5 | -15 | . | 5
> O=C(COC(=O)c1ccc(NS(=O)(=O)c2cccs2)cc1O)Nc1ccc(F)cc1
    . | -36 | -5 | 2 | 1.5 | 2 | 2 | -16
> CN(C)C(=O)[C@@H]1[C@@H](CO)[C@@H]2Cn3c(ccc(-c4ccccc4)c3=O)[C@@H]2N1C(=O)c1ccccn1
    0.3 | 1 | 3 | -2 | . | 2 | 4 | .
> CCC(=O)N1CC(=O)N2[C@H](CO)[C@@H](c3ccc(-c4ccccc4F)cc3)[C@H]2C1
    0.1 | 1 | -8 | -6 | -1.1 | 0 | . | .
> CC(C)NC(=O)N1C[C@@H]2[C@H](c3ccccc31)[C@@H](CO)N2C(=O)c1cccnc1
    0.2 | 9 | 7 | -3 | 0.0 | -1 | 8 | -1

Random excerpt: 7 records from the list, in no set order.
Every second line gives: XiGFP reactiv | GSIS activator | DENV2 CPE rescue | ERp5 block | F508del corr | EWS-Fli block | ARNT-TACC3 inh | PAX8 reporter
> C[C@H](O)C#Cc1ccc([C@H]2[C@@H](CO)N3CCCCN(C(=O)c4ccc5c(c4)OCO5)C[C@H]23)cc1
    0.3 | -4 | ? | -5 | -3.1 | 1 | 0 | -21
> Cc1ccc(C(=O)Nc2cccc3ncccc23)cc1[N+](=O)[O-]
    0.0 | -12 | 12 | -1 | -1.6 | 0 | -9 | -20
> CCC(=O)N1CC(=O)N2[C@H](CO)[C@@H](c3ccc(-c4ccccc4F)cc3)[C@H]2C1
    0.1 | 1 | -8 | -6 | -1.1 | 0 | . | .
> O=C(COC(=O)c1ccc(NS(=O)(=O)c2cccs2)cc1O)Nc1ccc(F)cc1
    . | -36 | -5 | 2 | 1.5 | 2 | 2 | -16
> CCNC(=O)C1(C)CCN(C(=O)c2ccc(C(=O)OC)cc2)C1 (stereo not drawn)
    -0.1 | 3 | 3 | 3 | 0.5 | 3 | . | -7
> O=C(Nc1ccccc1F)n1ncc2cc(Cl)ccc21
    0.1 | -2 | -7 | 1 | 1.3 | -42 | -12 | -4
> CC(C)NC(=O)N1C[C@@H]2[C@H](c3ccccc31)[C@@H](CO)N2C(=O)c1cccnc1
    0.2 | 9 | 7 | -3 | 0.0 | -1 | 8 | -1

The listing continues.
Every second line gives: XiGFP reactiv | GSIS activator | DENV2 CPE rescue | ERp5 block | F508del corr | EWS-Fli block | ARNT-TACC3 inh | PAX8 reporter
> CC[N+](CC)(CC)CCCCOc1ccc2c(c1)C(=O)c1cc(OCCCC[N+](CC)(CC)CC)ccc1-2
    0.1 | 17 | 3 | . | 3.1 | 3 | -2 | 2
> COc1cc(CN2CCCCCC2)c([N+](=O)[O-])cc1OC
    0.0 | 16 | 4 | 1 | 0.1 | 7 | -5 | -4
> COc1ccc(NC(=O)CCC(=O)Nc2nnc(C3CCCCC3)s2)cc1
    0.0 | -2 | -2 | -3 | 0.9 | . | -7 | -1
> C/C(=N\NC(=O)COc1ccc(C(C)(C)C)cc1)c1ccc2c(c1)OCCO2
    0.2 | 3 | 9 | -5 | 0.1 | -16 | 1 | 30
> CCC(=O)N1CC[C@H]2[C@@H]1c1cc(-c3cccc(F)c3)ccc1N(C)[C@H]2CO
    0.1 | 13 | 3 | . | -0.1 | 12 | 12 | 1
> CC1(C(=O)NCc2ccccc2)CCC(=O)N1C1CCN(Cc2ccccc2)CC1 (stereo not drawn)
    -0.1 | 15 | -3 | -14 | -3.2 | -11 | . | -21
> CCC(=O)N1CC2(CCN(C(=O)Nc3ccc(F)cc3)CC2)c2c([nH]c3cc(OC)ccc23)[C@H]1CO
    0.1 | 8 | -4 | -6 | 0.3 | . | . | -9
> COc1ccc(CCNC(=O)c2cc(S(=O)(=O)N3CCCC3)cn2C)cc1OC
    0.2 | 1 | 12 | -4 | 0.8 | 1 | -5 | 5
> O=C(COC(=O)CNC(=O)c1ccc(F)cc1)NC1CCCc2ccccc21 (stereo not drawn)
    0.0 | 9 | -7 | 3 | -0.3 | -2 | 2 | 9
> C[C@H]1CN([C@@H](C)CO)C(=O)Cc2cc(N(C)C)ccc2O[C@@H]1CN(C)CC1CC1
    0.2 | 1 | ? | -2 | -0.8 | -5 | -8 | 1
> O/N=C1\CCCc2ccccc21
    0.0 | 0 | 10 | 10 | -6.8 | -1 | 19 | 10
> COc1ccc(CN(C)C[C@@H]2OCCCC[C@@H](C)Oc3ccc(NC(=O)CCC(F)(F)F)cc3C(=O)N([C@H](C)CO)C[C@@H]2C)cc1
    0.0 | -9 | -1 | 9 | -0.9 | 5 | -16 | 2
> CCN1CCN(Cc2ccc(NC(=O)c3ccc(C)c(NC(=O)c4nccnc4N)c3)cc2C(F)(F)F)CC1
    0.1 | 18 | ? | 4 | -1.0 | 20 | -2 | 5
> OCCOCCN1CCN(C2=Nc3ccccc3Sc3ccccc32)CC1
    0.1&-0.1 | -8 | -1&-9 | 2&0 | 0.8&-2.5 | -4&-14 | i | 0&3
> CCNC(=O)C1CCCN1S(=O)(=O)c1ccc(C)cc1 (stereo not drawn)
    . | 0 | 7 | -5 | 0.3 | -11 | -3 | .

Additional entries:
Every second line gives: XiGFP reactiv | GSIS activator | DENV2 CPE rescue | ERp5 block | F508del corr | EWS-Fli block | ARNT-TACC3 inh | PAX8 reporter
> CCCn1nc([N+](=O)[O-])c(C(C#N)c2nc3ccccc3o2)c(Cl)c1=O (stereo not drawn)
    0.0 | -31 | . | . | . | . | 18 | 1
> CN(C)C(=O)c1ccc(-c2ccccc2[C@H]2[C@@H](C#N)N(C(=O)C3CC3)[C@H]2CO)cc1
    0.0 | 6 | 9 | 9 | 2.3 | -5 | . | .
> Nc1c2c(nc3ccccc13)CSCC2
    -0.1 | 1 | 2 | -1 | 0.5 | 9 | 2 | 7
> O=C(CCN1C(=O)/C(=C/c2ccccc2)SC1=S)NNC(=O)c1cccnc1
    0.0 | -6 | . | . | . | . | -3 | -1
> O=C(CCN1CCCCC1)N[C@@H]1CC[C@@H](CC(=O)N2CCC(Cc3ccccc3)CC2)O[C@@H]1CO
    0.4 | -3 | 2 | 3 | -0.4 | -1 | -6 | 8
> NC(=O)c1ccsc1NC(=O)CSc1n[nH]c(N)n1
    0.3 | . | -13 | 2 | . | -14 | . | -28
> Cc1cc(C)cc(N2C(=O)C3NN=C(C(=O)OCc4ccccc4)C3C2=O)c1 (stereo not drawn)
    -0.2 | -9 | . | . | . | . | -5 | 16
